SMARCA2 act – increases SMARCA2 function in MMTV reporter cells. activation, % at 9.1 µM. actives 1% (n = 370,000). AID 652017. MG213 cells, MMTV-luciferase reporter, dexamethasone, overnight; in the data active = activation above about 7.8%;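 note: 0% = vehicle wells and 100% = reference activator wells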
DAX1 inh-1 – blocks DAX1 repression of SF-1 activated StAR promoter. AID 652010. HEK293T StAR-luciferase reporter, SF-1/DAX-1 repression relief. actives 1.1% (n = 370,000). inhibition, % at 6.8 µM;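 active = inhibition above the mean over all tested compounds plus 3 SD, cut at about 3.6% in these data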;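 note: 0% = DAX-1 cells with DMSO and 100% = cells lacking DAX-1 with DMSO; higher inhibition means more luminescence from relief of DAX-1 repression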
GC-A act – GC-A (human) enzyme activation | P16066 | HEK293 GC-A cells, cGMP TR-FRET, EC30 ANP; 0% at EC30 ANP, 100% saturating ANP | activation, % at 10 µM | actives 0.14% (n = 370,000); in the data active = activation above about 40%
ADAM10 inh – inhibits human ADAM10 | recombinant ADAM10, EDANS/DABCYL FRET peptide cleavage, 3 h | inhibition, % at 7 µM | actives 0.62% (n = 370,000);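 active = inhibition above a per-campaign cutoff equal to the mean of compounds falling between control-based bounds plus 3 SD, cut at about 20% in these data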;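 note: 0% = DMSO wells while the 100% control is not disclosed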
Target sequence (O14672 214-748 limits assumed): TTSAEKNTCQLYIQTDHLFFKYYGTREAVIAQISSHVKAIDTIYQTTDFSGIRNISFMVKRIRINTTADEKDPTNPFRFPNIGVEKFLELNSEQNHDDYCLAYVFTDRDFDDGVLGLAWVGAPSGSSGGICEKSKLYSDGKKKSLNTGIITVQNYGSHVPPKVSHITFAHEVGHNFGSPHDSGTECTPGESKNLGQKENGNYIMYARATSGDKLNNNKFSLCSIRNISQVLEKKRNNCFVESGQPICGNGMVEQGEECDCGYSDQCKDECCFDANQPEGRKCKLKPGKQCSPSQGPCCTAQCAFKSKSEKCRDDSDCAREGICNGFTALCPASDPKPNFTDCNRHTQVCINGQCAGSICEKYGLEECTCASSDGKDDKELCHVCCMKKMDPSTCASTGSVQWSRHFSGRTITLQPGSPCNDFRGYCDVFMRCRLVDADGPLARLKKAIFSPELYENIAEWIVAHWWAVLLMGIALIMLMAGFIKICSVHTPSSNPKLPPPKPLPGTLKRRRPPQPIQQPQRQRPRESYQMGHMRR
ssDAF12 agonist – S. stercoralis DAF-12 activation, primary screen | HEK293 ssDAF-12/GRIP1 lit1-tk-luc reporter, luminescence; % of 3 µM dafachronic acid response | activation, % at 6.8 µM | actives 1% (n = 370,000);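 active = activation above the mean over all tested compounds plus 3 SD, cut at about 0.9% in these data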;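 note: 0% = DMSO-only wells and 100% = 3 µM delta7-dafachronic acid wells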
hgDAF-12 ag – activates the H. glycines DAF-12 receptor ligand-binding domain; actives 1.8% (n = 370,000); activation, % at 6.8 µM; AID 687014; HEK293 GAL4-hgDAF12 UAS-luciferase reporter, agonist luminescence; normalized to butyrate control;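 active = activation above a cutoff set at the mean of all screened compounds plus 3 SD, cut at about 10% in these data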;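 note: 0% = DMSO wells and 100% = sodium butyrate wells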
hcDAF12 agonist – activates DAF-12 receptor from parasite H. contortus; HEK293 hcDAF-12 lit1-tk-luc reporter, luminescence; 0% DMSO, 100% Δ7-dafachronic acid; activation, % at 6.8 µM; actives 1.4% (n = 370,000);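 active = activation above the mean of all tested compounds plus 3 SD, cut at about 5.5% in these data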;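 note: 100% = response to 3 µM Δ7-dafachronic acid high control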
DAX1 inh-2 – inhibitors of human orphan nuclear receptor DAX1 (NR0B1). P51843. inhibition, % at 6.75 µM. AID 504766. HEK293 Gal4-DAX1 luciferase reporter, luminescence. actives 0.99% (n = 340,000);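 active = inhibition above the mean over all tested compounds plus 3 SD, cut at about 4.2% in these data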;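 note: 0% = DAX1-transfected cells with DMSO and 100% = empty-vector control cells with DMSO; inhibition shows as a rise in luminescence from relieved DAX1 repression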
Target sequence (P51843 207-470 limits assumed): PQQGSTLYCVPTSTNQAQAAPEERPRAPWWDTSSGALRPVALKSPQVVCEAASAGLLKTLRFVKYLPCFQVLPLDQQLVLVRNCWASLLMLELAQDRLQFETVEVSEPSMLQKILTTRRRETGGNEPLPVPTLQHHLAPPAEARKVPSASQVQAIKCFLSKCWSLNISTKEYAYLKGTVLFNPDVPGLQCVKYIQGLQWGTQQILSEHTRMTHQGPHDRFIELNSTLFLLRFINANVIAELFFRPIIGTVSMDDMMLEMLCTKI
GC-B act – GC-B (human) receptor activation | activation, % at 10 µM | HEK293-GC-B cells, CNP EC30, cGMP TR-FRET; 0% at EC30 CNP, 100% saturating CNP | actives 0.11% (n = 370,000) | P20594;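 active = activation at 10 µM reaching about 35% in either raw or pattern-adjusted values, limit read from the data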
GAA850 FXN act – frataxin GAA850 promoter activation | activation, % at 6 µM | actives 0.56% (n = 360,000) | HEK293 lucGAA850 FXN promoter luciferase reporter, 24 h; percent of 10 µM SAHA response;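 active = activation above the average of all compounds screened plus 3 SD, cutoff fixed separately per campaign, cut at about 7.5% in these data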;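 note: 0% = DMSO wells and 100% = 10 µM SAHA wells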
sPLA2-III inh – Inhibits HGIII-sPLA2 liposome hydrolysis, primary screen; Q9NZ20; QFRET BODIPY PC-A2 liposome hydrolysis, fluorescence; inhibition, % at 12.2 µM; actives 0.56% (n = 370,000); AID 743126;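 active = inhibition above mean plus 3 SD of compounds lying within the high and low control bounds, cut at about 19% in these data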;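 note: 0% = median of test compound wells and 100% = no enzyme DMSO wells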
Numbers without * were called inactive; i = inactive; / = not tested or not shown.

SMILES	SMARCA2 act	DAX1 inh-1	GC-A act	ADAM10 inh	ssDAF12 agonist	hgDAF-12 ag	hcDAF12 agonist	DAX1 inh-2	GC-B act	GAA850 FXN act	sPLA2-III inh
CCC1C(=O)NCCN1C(=O)c1cccc(OC2CCN(S(=O)(=O)N(C)C)CC2)c1 (configuration not stated)	7	0.0	-1	11	-0.7	2.0	0.1	0.9	6	2.2	3
Cc1ccccc1C(=O)NNC(=O)Nc1ccccc1	-5	-0.1	0	-4	-2.0	0.0	-2.4	/	-1	/	0
CNC(=O)COc1ccc(S(=O)(=O)Nc2ccc(C)cc2)cc1	-1	0.2	1	5	-0.8	-2.2	-0.1	0.1	0	1.1	3
Cc1cc(-c2nn(-c3ccccc3F)cc2CN2CCN(c3ccncc3)CC2)c(C)s1	-1	-0.5	0	-9	-1.2	1.3	-0.6	1.7	1	0.5	-40
Cn1cnnc1SCC(=O)NNC(=O)c1ccc([N+](=O)[O-])cc1	3	0.4	0	0	-1.0	-0.6	-0.9	-0.5	0	-1.7	0
CCN(C(=O)COC(=O)/C=C/c1ccco1)C1CCCCC1	-4	-1.5	1	-12	-1.3	-0.7	-1.1	0.3	-2	0.0	6
CC[C@]12c3[nH]c4ccccc4c3CCN1C(=O)C(CC(=O)NC/C=C(\C)CCC=C(C)C)C[C@@H]2C(=O)N1CCN(C(=O)c2ccco2)CC1 (some centres not stated)	0	-1.0	-3	13	-0.8	0.1	-0.9	-1.5	-1	-7.5	-25
COC(=O)C1=NN(N=O)C2(CC(=O)N(c3cc(C)cc(C)c3)C2=O)C1 (configuration not stated)	0	-0.5	2	-7	-1.4	1.7	-1.4	-0.9	1	1.4	-18
O=S(=O)(NCc1ccccn1)c1cc(Cl)ccc1Cl	-1	0.0	4	5	-0.3	0.3	0.7	2.4	6	1.3	-5
CC(C)(C)S(=O)(=O)N1C[C@@H]2CC(=O)C=C2[C@H]1CCO	-7	1.6	5	1	-0.5	2.2	0.1	/	0	/	5
CCN(CC)C(=O)CSc1nnc(-c2cccc(OC)c2)o1	8.3*	0.7	2	0	0.2	4.7	2.3	0.3	-3	2.0	5
O=C(O)c1ccc(NC(=O)C(c2ccccc2)c2ccccc2)cc1	-4	0.8	-2	1	0.0	1.0	2.7	1.6	3	-0.6	-16
CN(C)CCNC(=O)c1onc(CSc2ccc(F)c(F)c2)c1C(=O)NCCN(C)C	-1	-0.2	0	-2	-1.7	1.0	-1.4	1.6	3	-1.5	9
COc1ccccc1N1CCN(S(=O)(=O)CCNC(=O)c2cccc(F)c2)CC1	-4	0.4	-1	0	-1.0	-0.9	-1.1	0.3	-6	0.1	9
CC(=O)Nc1nc(-c2ccccc2)ns1	4	0.2	2	0	-0.4	3.1	1.8	1.9	3	4.6	1
CCCNC(=O)C1(C)CCCN(CC(=O)c2ccccc2OC)C1 (configuration not stated)	-2	-1.2	7	-19	-0.9	2.1	1.9	/	3	-0.5	10
CN(C(=O)COC(=O)c1cccs1)c1c(N)n(Cc2ccccc2)c(=O)[nH]c1=O	-1	-1.4	3	-9	-0.8	-0.2	-1.0	0.1	-6	0.0	2
COc1ccc(NC(=O)Cc2nnc(SCC(=O)NC3CCCCC3C)n2C)cc1 (configuration not stated)	0	-0.1	2	-1	-0.9	1.5	-1.4	1.1	1	4.6	-1
O=C(CN1C(=O)COc2ccc(S(=O)(=O)N3CCOCC3)cc21)NCc1ccco1	0	1.0	0	-2	-0.7	2.3	1.1	-0.5	2	-2.1	-1
COc1ccc(CN2CCOCC2)cc1	1	-0.1	2	0	-1.1	0.2	-0.1	0.1	2	0.9	3
CC(C)CCC1(CCO)C(=O)N=C(N)NC1=O (configuration not stated)	-1	-0.6	-6	-8	-1.1	-1.3	1.9	0.0	4	0.0	-4
CC(C)(C)NCCC(O)c1cc(C(F)(F)F)nc2c(C(F)(F)F)cccc12 (configuration not stated)	-6	-0.8	-7	-8	-1.1	-3.2	-0.4	-0.1	-6	-1.0	-11
O=C(COC(=O)C1CCN(S(=O)(=O)c2cccs2)CC1)c1cc2ccccc2o1	-2	0.1	1	0	-0.9	0.6	2.1	-0.1	-1	2.6	-30
COc1ccccc1CNc1nc(=S)[nH]c2cc(OC)c(OC)cc12	0	0.4	3	-19	-1.0	-0.1	-1.1	-0.1	-5	-1.8	0
O=C(c1ccccc1Oc1nnnn1-c1ccccc1)N1CCOCC1	2	0.4	3	3	-1.4	-0.2	-2.0	-0.1	3	0.5	3
Continued.
SMILES	SMARCA2 act	DAX1 inh-1	GC-A act	ADAM10 inh	ssDAF12 agonist	hgDAF-12 ag	hcDAF12 agonist	DAX1 inh-2	GC-B act	GAA850 FXN act	sPLA2-III inh
CC(C)(CNc1ccc(S(=O)(=O)C(F)(F)F)cc1[N+](=O)[O-])N1CCOCC1	0	-1.2	7	-5	-0.6	1.4	0.0	0.7	2	1.6	8
O=C(N/N=C/c1ccccc1F)NC12CC3CC(CC(C3)C1)C2	-2	0.3	6	8	0.3	2.9	1.5	0.5	1	4.3	2
O=C1c2ccccc2C(=O)N1CCOc1ccccc1Cl	2	8.0*	-2	5	-0.2	9.9	2.4	0.5	-2	3.8	-3
COc1cc2c(cc1NC(=O)CSc1nccn1C)oc1ccccc12	4	0.4	-2	-1	-1.4	6.8	2.2	-0.1	-4	2.1	13
CC(CN1CCC(n2nccc2NC(=O)c2ccccc2Cl)CC1)c1ccccc1 (configuration not stated)	-1	-0.3	3	4	-1.1	-1.0	-1.8	0.0	-4	-0.8	-12
CC1Cc2nc(SCC(=O)Nc3ccc4c(c3)OCO4)n(CCc3ccccc3)c(=O)c2S1 (configuration not stated)	1	-1.1	3	1	-1.4	3.8	-0.3	0.8	11	-4.4	4
Cc1ccc(C)c(C2NC(=O)c3ccccc3N2)c1 (configuration not stated)	1	-1.4	0	i	-0.7	7.5	-1.5	-2.5	-3	-4.0	2
CC1(C)SC2C(NC(=O)C3(N)CCCCC3)C(=O)N2C1C(=O)O (configuration not stated)	-3	-0.7	-2	-21	-0.8	-1.7	0.3	0.7	-2	1.4	15
Cc1onc(-c2ccccc2Cl)c1C(=O)Nc1cccc2cccnc12	-2	-1.5	-3	15	-2.5	-2.2	-3.7	-4.3	-7	-5.8	-12
COc1ccc(S(=O)(=O)N2CCC[C@H]2C(=O)NCc2ccc(Cl)cc2)cc1	0	-0.1	0	-1	-2.1	-0.3	-2.2	-0.9	-2	-0.5	-2
CCC(C)(C(=O)NC1CCCC1)N(Cc1ccco1)C(=O)c1ccccn1 (configuration not stated)	0	-0.2	-2	5	-1.1	1.2	-0.8	-0.6	-2	2.4	3
S=C(NCc1ccco1)N/N=C/c1cccnc1	-1	-0.8	1	4	-0.6	2.7	-0.7	-1.1	1	0.2	2
Cc1csc2nc(COC(=O)c3cccc(N(C)C)c3)cc(=O)n12	2	1.4	3	-197	-0.2	2.0	1.8	-0.5	-3	3.9	8
CC(C)CCC(O)(c1ccccc1)C(CN1CCOCC1)c1ccccc1 (configuration not stated)	-2	0.1	-54	1	-1.1	0.0	-1.3	-0.8	-17	-1.1	4
COC(=O)C(NC(=O)CCc1nnc2ccc(N3CCC(C)CC3)nn12)C(C)C (configuration not stated)	0	0.3	-3	2	-0.4	-0.2	1.5	-0.3	-4	0.3	0
CCOc1cc(C(N)=O)cc(Cl)c1OCC	-1	0.3	6	-1	-1.2	3.0	-1.0	-0.3	6	-2.5	-1
CCc1ccccc1Nc1nc(N)nc(COC(=O)CCNS(=O)(=O)c2ccccc2)n1	1	2.5	-8	4	-0.4	0.2	-0.2	-0.2	2	1.3	-7
NC(=NCCc1ccccc1)NC(=O)c1cc(Cl)ccc1O	0	-0.4	7	i	-0.4	1.2	2.2	2.1	-4	3.8	-14
COc1ccc(S(=O)(=O)N2CCCC2)cc1NC(=O)c1ccccc1F	-2	-0.4	3	1	-0.8	-1.9	-0.6	0.0	0	0.3	2
Cc1ccccc1-n1ncc(C(C)NC(=O)c2ccccc2)c1C (configuration not stated)	-1	-0.9	-4	5	-1.6	0.9	0.5	1.7	8	2.7	-3
CC(C)CNS(=O)(=O)/C=C/c1cc2c(cc1CNC(=O)OC(C)(C)C)OCO2	-2	-0.1	-3	-82	-0.9	-3.6	-4.0	/	-5	/	2
O=C1CCC[C@@H]2C[C@@]3(C[C@@H]4CCN1[C@H]24)Nc1cc(Cl)c(Cl)cc1NC3=NCc1ccccc1	5	0.6	-22	3	-0.5	2.0	2.1	2.5	-25	-3.4	4
O=C(COC(=O)c1cccc(Br)c1)NCCC1=CCCCC1	1	0.2	-2	-4	-1.0	-2.3	2.7	-1.0	-2	-0.9	1
OC[C@@H]1[C@@H](c2ccccc2)C(c2cccc(Cl)c2)=NN1c1ccccc1	1	-1.7	4	i	-1.1	-3.5	0.5	-0.1	-17	1.2	-5
COc1ccc(C(CNC(=O)c2ccc(OCc3ccccc3)cc2)N2CCOCC2)cc1 (configuration not stated)	-1	0.4	2	-1	-0.9	-0.8	-1.6	0.7	-1	-0.7	-12
Continued:
SMILES	SMARCA2 act	DAX1 inh-1	GC-A act	ADAM10 inh	ssDAF12 agonist	hgDAF-12 ag	hcDAF12 agonist	DAX1 inh-2	GC-B act	GAA850 FXN act	sPLA2-III inh
CCc1cc(C(=O)N2CCCC(C(=O)c3ccc(Cl)cc3)C2)no1 (configuration not stated)	-3	0.3	1	9	-1.5	1.1	-1.7	0.7	-3	0.0	4
COc1ccccc1NC(=O)Cn1cc(C(=O)C(=O)N2CCOCC2)c2ccccc21	-1	-0.7	4	-7	-1.8	-0.3	3.4	-0.3	-2	-3.0	4
CCc1nc(N2CCN(S(=O)(=O)c3ccc(Br)cc3)CC2)c2c(C)c(C)sc2n1	3	1.0	-2	-11	-0.9	1.1	0.8	3.0	-6	-1.6	-1
COC(=O)N1CCCC(c2cc(C(=O)Nc3ccccc3Cl)no2)C1 (configuration not stated)	8	2.6	0	1	-0.4	5.9	2.9	/	-2	3.6	4
Cc1cc(NC(=O)c2ccccc2C)n(-c2cccc(F)c2)n1	3	0.1	-2	8	-1.1	-2.5	-0.9	-0.4	7	1.0	-1
O=c1cc(CN2CCCCCCC2)c2ccccc2o1	-4	2.0	-3	7	-0.3	2.8	0.5	/	-3	/	6
COC(=O)[C@]12C[C@H](CC(=O)NCCc3ccccc3OC)C(=O)N(Cc3ccco3)C1=C[C@H](C(C)(C)C)O[C@@H]2C	-5	-0.8	-16	6	-1.2	0.6	-3.1	/	-10	/	-7
Cc1cccc(C)c1-n1nnnc1C(c1ccnc2ccccc12)N(C)Cc1ccccc1 (configuration not stated)	3	0.6	-7	-6	-1.4	0.6	-1.4	/	-6	/	3
